KCNH2 3.1 block – blocks the human KCNH2 3.1 channel isoform | activity change, % (tested at about 1.8 µM) | U2OS KCNH2 3.1, thallium flux FluxOr; hits give low values | actives 0.95% (n = 340,000) | AID 720553;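 active = maximum activity change below -70%; inconclusive = maximum activity change from -70% to -50%; inactive = maximum activity change above -50%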;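 also: thallium influx rate constant from kinetic fluorescence after stimulation buffer; % is scaled to controls: 0 for no effect and ±100 for the full control effect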
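Kinetic fluorescence (2 min after stimulation buffer) measures Tl+ influx through KCNH2 3.1 expressed by viral transduction in U2OS cells; the rate constant is normalized against DMSO controls serving as positive and negative references.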
NPC1 promoter act – activates the NPC1 promoter; Huh7 NPC1 promoter luciferase reporter, 24 h; Potency, µM (highest dose often 9.22 µM), for inactives: at the highest dose activation, actives largely listed as activators; actives 2.4% (n = 320,000); AID 485313;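 also: potency is read from the fitted curve at half-maximal effect; % of control where 0% means no effect; nearly all actives have a fitted effect of over 60% in size; reporter is driven by a mutant NPC1 promoter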
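Luciferase expression driven by the NPC1 promoter was measured in stably transfected Huh7 cells after a 24 h compound incubation, using a luciferase reagent and a luminescence read.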
FBPA coupling cs – inhibits coupling enzyme system, counter-screen for aldolase hits. coupling enzyme system counterscreen, AmpLite Red fluorescence. activity change, negative = inhibition, % at 58.2 µM, hits read low. actives 0.67% (n = 290,000); in the data active = activity change below about -30%; also: % is scaled to controls: 0 for no effect and ±100 for the full control effect
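Final compound at 57.5 uM, incubated 10 min at RT with coupling enzyme reagent (glyceraldehyde-3-phosphate), then 20 min with substrate and AmpLite Red detection. Fluorescence read at 525/598 nm; tests interference with the coupling assay, not aldolase inhibition.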
RORg inh – blocks mouse ROR gamma transcriptional activity; Potency, µM (doses to about 53.6 µM), without a hit: at the highest dose activity change, negative = inhibition, usual class: inhibitors; actives 5.4% (n = 310,000); Drosophila S2 Gal4-RORgamma UAS-luciferase reporter, 20 h; P51450; also: potency is read from the fitted curve at half-maximal effect; % is scaled to controls: 0 for no effect and ±100 for the full control effect; nearly all actives have a fitted effect of over 60% in size
Target sequence (P51450 whole entry, looked up, the tested form may be a part): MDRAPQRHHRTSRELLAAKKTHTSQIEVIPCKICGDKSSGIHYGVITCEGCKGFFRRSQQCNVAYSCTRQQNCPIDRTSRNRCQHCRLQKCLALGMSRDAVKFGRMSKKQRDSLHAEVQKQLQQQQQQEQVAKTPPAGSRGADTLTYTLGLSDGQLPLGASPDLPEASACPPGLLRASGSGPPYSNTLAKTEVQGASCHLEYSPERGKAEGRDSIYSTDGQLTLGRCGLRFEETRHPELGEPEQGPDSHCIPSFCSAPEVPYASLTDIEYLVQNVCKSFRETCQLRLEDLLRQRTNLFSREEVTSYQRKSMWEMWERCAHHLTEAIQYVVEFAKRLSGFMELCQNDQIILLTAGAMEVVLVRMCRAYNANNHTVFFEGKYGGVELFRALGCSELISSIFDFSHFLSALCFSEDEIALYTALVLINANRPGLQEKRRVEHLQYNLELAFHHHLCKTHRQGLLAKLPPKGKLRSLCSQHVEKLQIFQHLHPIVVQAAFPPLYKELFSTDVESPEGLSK
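In this cell-based reporter format, copper sulfate (700 uM final) drives Gal4–ROR gamma fusion expression from a metallothionein promoter in Drosophila Schneider cells; compounds preincubated 1 hr, reporter read after 20 hr at ambient temperature.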
Tb PFK block – blocks T. brucei phosphofructokinase. O15648. T. brucei PFK, ADP-Glo luminescence. Potency, µM (series often up to 57.5 µM), for inactives: at the highest dose activity, negative = inhibition, usual class: inhibitors. actives 0.17% (n = 330,000);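 also: potency is read from the fitted curve at half-maximal effect; 0% = uninhibited 1x PFK enzyme wells and -100% = no-enzyme wells; nearly all actives have a fitted effect of over 60% in size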
Target sequence (O15648 whole entry, looked up): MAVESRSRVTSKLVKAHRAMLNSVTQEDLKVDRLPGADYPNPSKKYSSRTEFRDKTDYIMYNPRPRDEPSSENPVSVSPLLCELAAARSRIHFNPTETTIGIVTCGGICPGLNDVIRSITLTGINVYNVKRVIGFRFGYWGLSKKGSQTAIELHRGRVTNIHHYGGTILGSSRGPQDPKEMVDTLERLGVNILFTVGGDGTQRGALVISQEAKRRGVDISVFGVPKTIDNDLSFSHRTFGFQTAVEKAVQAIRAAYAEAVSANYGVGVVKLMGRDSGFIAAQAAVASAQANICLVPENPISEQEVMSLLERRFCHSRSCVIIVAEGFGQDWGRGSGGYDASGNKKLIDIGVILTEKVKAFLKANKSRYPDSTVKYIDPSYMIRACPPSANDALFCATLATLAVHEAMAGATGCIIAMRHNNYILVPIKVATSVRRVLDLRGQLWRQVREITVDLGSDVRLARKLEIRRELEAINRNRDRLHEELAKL
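Activity is normalized to no-enzyme wells (full inhibition) and 1.25 nM enzyme wells (no inhibition). Reaction: 0.5 mM F6P, 0.1 mM ATP, 45 min RT, ADP-Glo luminescence; concentration-response curves fitted and classed by quality.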
FLuc modulator – firefly luciferase modulation, counter-screen for miR-21 project | P08659 | purified FLuc, Km substrates, luminescence inhibition | Potency, µM (top dose mostly 57.5 µM), for inactives: at the top dose activity change, negative = inhibition, usual class: inhibitors | actives 6.9% (n = 360,000) | AID 588342;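 also: potency is read from the fitted curve at half-maximal effect; plate controls were vehicle for no effect and reference inhibitor for full effect; nearly all actives have a fitted effect of over 55% in size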
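Purified P. pyralis luciferase (10nM final) with 10uM D-luciferin and 10uM ATP (Km levels) in 50mM Tris acetate pH 7.5, 10mM Mg acetate, 0.01% Tween-20, 0.05% BSA; qHTS 6-point titration, ~60 µM downward; luminescence read.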
Rab9 promoter act – activators of Rab9 promoter; Huh7 Rab9 promoter-luciferase reporter, luminescence, 24 h; Potency, µM (highest dose often 9.22 µM), for inactives: top-dose activation, negative = inhibition, hits mostly activators; actives 2.8% (n = 320,000); also: potency is read from the fitted curve at half-maximal effect; % of control where 0% means no effect; nearly all actives have a fitted effect of over 60% in size
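Stable Rab9-luc Huh7, 1500 cells/well, 2 h settle; cmpd in DMSO, 24 h, 37 °C/5% CO2; luciferase reagent 10 min RT; luminescence.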
uPA surface inh – cell surface uPA generation inhibition; actives 0.31% (n = 330,000); cell surface uPA generation assay, qHTS; Potency, µM (titrated, usually from 38.3 µM), for the others: top-dose activity change, negative = inhibition, most hits filed as inhibitors; active = well fitted inhibition curve with a large enough effect; inconclusive = small, poorly fitted or top-dose-only effect; inactive = no such curve, though single readings can be large or run the other way; tested in mouse RAW 264.7 cells; also: potency is read from the fitted curve at half-maximal effect; % is scaled to controls: 0 for no effect and ±100 for the full control effect; nearly all actives have a fitted effect of over 55% in size
ELG1 genotox – inducers of genotoxicity in HEK293T ELG1-luciferase cells | HEK293T ELG1-luciferase reporter, luminescence, 16 h | Potency, µM (titrated, usually from 46 µM), inactives show top-dose activity change, positive = activation, usual class: activators | actives 1.3% (n = 330,000) | AID 504466; also: potency is read from the fitted curve at half-maximal effect; % of control where 0% means no effect; nearly all actives have a fitted effect of over 60% in size
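Luminescence read-out: rising ELG1-luciferase signal, reflecting elevated ELG1 protein under genetic stress, flags genotoxic compounds. Cells were treated for 16 hr at 37 °C before ONE-Glo detection.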
Gal4-VP16 FLuc – Gal4-VP16 reporter inhibition counter-screen; Drosophila S2 Gal4-VP16 UAS-luciferase, luminescence, 20 h; Potency, µM (titrated, usually from 53.6 µM), without a hit: at the highest dose activity, negative = inhibition, usual class: inhibitors; actives 3.5% (n = 310,000); AID 2546;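 also: Gal4-VP16 expression switched on by copper sulfate through the metallothionein promoter; potency is read from the fitted curve at half-maximal effect; % is scaled to controls: 0 for no effect and ±100 for the full control effect; nearly all actives have a fitted effect of over 50% in size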
Giardia killer – Giardia lamblia killing; Giardia lamblia trophozoite viability; activity change, % at 7.66 µM, hits read low; actives 0.15% (n = 340,000); AID 540267; in the data active = activity change below about -80%; inconclusive = between about -30% and that limit;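 also: parasites exposed to compound for two days anaerobically before the ATP read; % is scaled to controls: 0 for no effect and ±100 for the full control effect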
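Each well holds 100 Giardia trophozoites and compound. After two days (48 hrs) at 37 deg C in anaerobic conditions, ATP is quantified by luminescence.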
The depositor's hits bear a star; ? = inconclusive; · = no result given; [ ] = dose if it differs, or a comment. Unless noted, calls follow the shape of the dose curve; as a rule, active = well fitted curve in the direction sought with a large enough effect; inconclusive = small, poorly fitted or top-dose-only effect, or another doubt; inactive = no such curve, though single readings can be large; an effect the other way counts as inactive or inconclusive.

SMILES	KCNH2 3.1 block	NPC1 promoter act	FBPA coupling cs	RORg inh	Tb PFK block	FLuc modulator	Rab9 promoter act	uPA surface inh	ELG1 genotox	Gal4-VP16 FLuc	Giardia killer
O=C(NCc1cccnc1)c1ccc(COc2ccc3c(c2)CCC3)o1	-4	4%	-2	-110%	-4%	?	-1%	-16%	-8%	20µM*	3
Cc1ccc2nc(NC(=O)c3ccc(Cn4cc(Cl)cn4)o3)sc2c1	-43	10%	1	-14%	2%	7.6µM*	14%	-2%	1%	-16%	-4
Nc1nc(Nc2ccccc2)nc(NCCO)c1[N+](=O)[O-]	-15	0%	-1	14%	0%	-1%	-3%	18%	10%	-9%	48[activator]
CCN(C[C@H]1N[C@@](CC)(C(=O)OC)[C@H]2C(=O)N(C)C(=O)[C@@H]12)S(=O)(=O)c1ccc(OC(F)(F)F)cc1	-5	·	·	·	1%	·	·	7%	0%	·	13
CCCCC1(CO)C(=O)N(c2ccccc2)N(c2ccccc2)C1=O	6	4%	-7	-13%	-21%	-1%	7%	-7%	0%	1%	17
COc1ccc(S(=O)(=O)N2CCC(O)(c3ccc(Cl)cc3)CC2)cc1OC	16	5%	-1	?	5%	-2%	-14%	-3%	-8%	-12%	21
CNC(=O)c1ccsc1NC(=O)C1CCCN1S(=O)(=O)c1cccs1 (stereo not given)	16	-1%	·	·	7%	-2%	-4%	-2%	-1%	·	-17
CCOC(=O)Cc1csc(NC(=O)c2ccc(C)c(S(=O)(=O)N3CCOCC3)c2)n1	-11	1%	·	·	-2%	?	-5%	-13%	-3%	·	-1
C=CCCCCCCCCc1nc(=S)[nH][nH]1	6	-1%	3	13µM*	1%	2%	13%	2%	-5%	-3%	-2
[N-]=[N+]=NC[C@H](Cc1ccccc1)N1CC[C@@H](NC(=O)OCc2ccccc2)CCC1=O	0	-3%	2	28%	0%	0%	-1%	7%	-5%	7%	-7
Cc1ccc(N2C(=O)N(CC(=O)Nc3ccc(C)c(C)c3[N+](=O)[O-])C(=O)C2C)cc1 (stereo not given)	-9	1%	5	5%	7%	-1%	-2%	-3%	-5%	2%	0
COc1ccc2[nH]c(C)c(CCNC(=S)Nc3cccc(C)c3C)c2c1	-5	0%	0	7.1µM*	0%	-1%	-5%	-12%	-1%	?	-1
CCn1nnnc1-c1ccc(OC)c(S(=O)(=O)Nc2ccc(OC)cc2)c1	-7	5%	1	14%	24%	0%	-1%	5%	2%	-5%	4
N#CCc1c(C#N)c(N)nc(Nc2ccccc2)c1C#N	-4	-3%	-7	-4%	1%	-1%	-10%	1%	5%	-3%	17
CCOC(=O)N1CCN(C(=O)Nc2ccc3oc(C)nc3c2)CC1	3	8%	-7	6%	3%	-8%	-1%	2%	3%	6%	15
COc1cc(C2c3c(-c4ccccc4O)n[nH]c3C(=O)N2Cc2ccco2)cc(OC)c1OC (stereo not given)	2	2%	-7	-12%	-10%	0%	-4%	-12%	7%	-20%	-17
CCN1CC2([N+](=O)[O-])C=CC(=O)C([N+](=O)[O-])(C1)C2CC(=O)c1ccccc1 (stereo not given)	13	-3%	-2	15%	1%	2%	-4%	2%	0%	13%	6
Cc1nc(-c2ccc(NC(=O)C3CCCCC3)cc2)cs1	0	3.2µM*	1	?	-2%	2.1µM*	2.8µM*	-7%	2.3µM*	?	-3
O=S(=O)(Nc1ccc(Oc2ncccn2)c(Cl)c1)c1ccc(Cl)cc1	-2	0%	4	?	7%	0%	-9%	-2%	-2%	?	35[activator]
Cc1nc(C(=O)Nc2ccc(Cl)cc2Cl)nn1-c1cc(OC(C)C)c(Cl)cc1Cl	-8	-6%	-3	4%	-3%	-1%	-2%	-2%	-5%	-11%	3
Cc1nc2scc(C)n2c(=O)c1S(=O)(=O)Nc1ccc(OC(F)(F)F)cc1	-4	-6%	-2	?	1%	1%	-1%	-7%	-1%[9.26 µM]	?	4
CCCCC1(c2ccc(F)cc2)NC(=O)N(CC(=O)Nc2ccc(N3CCOCC3)cc2)C1=O (stereo not given)	-3	·	·	·	4%	·	·	-12%	-3%	·	24
CC(=O)c1cc2c(cc1NC(=O)Cc1ccsc1)OCO2	-23	-2%	·	·	0%	-12%	-3%	-8%	0%	·	18
Cc1ccc(N2CCN(S(=O)(=O)c3c(C)nc4scc(C)n4c3=O)CC2)c(C)c1	-20	3%	·	25%	-4%	-3%	-10%	-7%	-6%	-5%	-1
CCOC(=O)C1CCN(C(=O)CCCn2c(=O)c3cccn3c3cccnc32)CC1	-8	-3%	0	12%	1%	-1%	1%	-1%	-2%	0%	-9
O=C(NNS(=O)(=O)c1ccccc1[N+](=O)[O-])c1cccc(Cl)c1	-6	-4%	-2	-18%	-1%	0%	-1%	-11%	1%	-15%	-6
CC(=O)O/N=C(\N)Cc1ccc(-c2csnn2)cc1	4	1%	2	-9%	0%	-2%	-3%	?	0%	-22%	-7
CCn1c(C)cc(C=C2C(=O)c3ccccc3C2=O)c1C	-10	?	-6	11µM*	23%	0.48µM*	?	0%	?	-42%	-20
COc1ccc(N2CCN(C(=O)CCCn3c(=O)[nH]c4ccsc4c3=O)CC2)cc1	-19	-1%	1	9%	-1%	2%	-3%	9%	-1%	2%	-10
Cc1ccc(OCC(=O)Nc2ccc3c(c2)OCCO3)cc1C	-7	6%	1	-26%	0%	17µM*	14%	-7%	?	-7%	31[activator]
Cc1cc(OCC(=O)NNC(=O)c2cccc(F)c2)ccc1Cl	-1	-1%	·	·	0%	-2%	1%	1%	1%	·	10
COc1ccc(-c2noc(-c3cc(Cl)ccc3Cl)n2)cc1OC	·	16%	2	-37%	-2%	5%	11%	·	3%	-3%	·
NS(=O)(=O)c1ccc(NC(=O)CSc2nc3c(c(=O)[nH]2)CCCC3)cc1	-4	1%	1	-1%	1%	-1%	-2%	4%	3%	-1%	5
CN(Cc1ccccc1)S(=O)(=O)c1cn(C)cn1	-2	-3%	3	-26%	2%	-1%	-2%	-2%	-1%	0%	-14
COC(C(=O)NC(C(C)C)C(C)C)c1ccccc1 (stereo not given)	11	-3%	1	-18%	-6%	0%	-13%	1%	0%	3%	15
Cc1nc(Cl)c2oc3ccccc3c2n1	9	2%	4	-27%	0%	4%	-2%	-8%	-1%	13%	-22
CC(C)C(=O)Nc1ccnc(-c2cccnc2)n1	-8	1%	5	11%	-2%	-2%	-2%	·	1%	-4%	28
CCCn1c(CN2CCN(C(C)=O)CC2)nc2cc(S(=O)(=O)N(C)C)ccc21	0	2%	4	25%	0%	-4%	0%	-4%	-4%	5%	-17
Cc1cc(C(=O)NNC(=O)NC(C)C)no1	3	-5%	-1	-10%	4%	-2%	-5%	2%	-1%	-1%	-8
CCOC(=O)COc1ccsc1C(=O)OC	·	2%	-3	23%	-2%	0%	3%	1%	0%	-2%	-11
Clc1ccc(-c2ncc3ccccn23)c(Cl)c1	18	-8%	3	-10%	0%	1%	-3%	2%	8%	-10%	11
CC(=O)Nc1ccc(OCc2cccc([N+](=O)[O-])c2)cc1	4	5%	1	?	-13%	?	22%	-3%	13%	?	5
O=C(NCCc1csc(-c2cccnc2)n1)c1cccc(Cl)c1	7	-3%	7	9%	0%	?	-4%	1%	-5%	-7%	5
CC1(C)CC(=O)C/C(=N/NC(=O)COc2ccc(Cl)cc2Cl)C1	2	1%	3	-39%	-4%	-2%	0%	-8%	-2%	-4%	-21
O=S(=O)(Nc1ccc(Cl)cn1)c1ccc(F)cc1	-9	-1%	4	6%	-1%	-6%	-1%	1%	-6%	-15%	-3
COc1ccc(-c2cc(-c3ccccc3O)[nH]n2)cc1OC	-1	?	2	7.1µM*	2%	2.4µM*	4µM*	-3%	21µM*	?	-2
O=C(NCc1csc(-c2cccs2)n1)C1CC1	-15	?	1	24%	-5%	?	?	10%	?	-5%	3
COc1ccc(NC(=O)[C@@]2(CC(=O)O)CC(/C=C/c3ccccc3)=NO2)cc1	0	0%	5	-5%	-2%	-10%	-3%	10%	0%	-2%	-10
COc1ccc(C2/C(=C(/O)c3ccc(Cl)cc3)C(=O)C(=O)N2CCN2CCOCC2)c(OC)c1 (stereo not given)	18	-1%	0	-3%	0%	5%	2%	1%	2%	14%	11
O=C(O)CCCCCN=Cc1c(O)c2ccccc2oc1=O	10	-4%	2	12%	-1%	2%	-1%	-1%	4%	-16%	3
COc1ccc(C(=O)NNC(=O)CCn2nnc(-c3ccc(Cl)cc3)n2)cc1OC	-13	-7%	1	-7%	4%	2%	-6%	-3%	0%	-7%	1
COC(=O)CC(NS(=O)(=O)c1cccs1)c1ccc2c(c1)OCO2 (stereo not given)	9	-4%	-4	-8%	4%	0%	3%	1%	-1%	-7%	18

The order is random (roughly 14% active in at least one column).
